Assay outcomes deposited in PubChem BioAssay by National Center for Advancing Translational Sciences (NCATS).
TDP1 cell noCPT: qHTS for Inhibitors of human tyrosyl-DNA phosphodiesterase 1 (TDP1): qHTS in cells in absence of CPT; actives 15% (n = 420,000); AID 686978, 2013; Potency, µM (highest dose often 46.2 µM), without a hit: at the top dose activity change, negative = growth inhibition, usual class: inhibitors; DT40 Tdp1-/- hTDP1 cells, no CPT, ATP luminescence, 48 h; also: nearly all actives have a fitted effect of over 55% in size
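Compound effects on proliferation are scored in DT40 Tdp1-/-;hTDP1 cells in the absence of CPT. ATP levels (CellTiter-Glo luminescence) are recorded after a ≥48 hr, 37 °C incubation.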
DT40 TDP1 CPT: qHTS for Inhibitors of human tyrosyl-DNA phosphodiesterase 1 (TDP1): qHTS in cells in presence of CPT; actives 12% (n = 420,000); chicken DT40 Tdp1-/-;hTDP1 cells + 20 nM CPT, ATP luminescence, 48 h; Potency, µM (titrated, usually from 46.2 µM), inactives show top-dose activity change, negative = growth inhibition, actives largely listed as inhibitors; also: nearly all actives have a fitted effect of over 55% in size
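Chicken DT40 Tdp1-/- cells complemented with human TDP1, 400 cells/well, exposed to compounds plus 20 nM camptothecin for at least 48 h at 37 C; viability read as ATP content by CellTiter-Glo luminescence.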
TDP1 inh: qHTS Assay for Inhibitors of Tyrosyl-DNA Phosphodiesterase (TDP1) | recombinant TDP1, AlphaScreen DNA substrate cleavage | Potency, µM (titrated, usually from 130 µM), for inactives: at the highest dose activity change, negative = inhibition, hits mostly inhibitors | actives 0.28% (n = 350,000); also: nearly all actives have a fitted effect of over 40% in size
Target sequence (Q9NUW8 whole entry, looked up): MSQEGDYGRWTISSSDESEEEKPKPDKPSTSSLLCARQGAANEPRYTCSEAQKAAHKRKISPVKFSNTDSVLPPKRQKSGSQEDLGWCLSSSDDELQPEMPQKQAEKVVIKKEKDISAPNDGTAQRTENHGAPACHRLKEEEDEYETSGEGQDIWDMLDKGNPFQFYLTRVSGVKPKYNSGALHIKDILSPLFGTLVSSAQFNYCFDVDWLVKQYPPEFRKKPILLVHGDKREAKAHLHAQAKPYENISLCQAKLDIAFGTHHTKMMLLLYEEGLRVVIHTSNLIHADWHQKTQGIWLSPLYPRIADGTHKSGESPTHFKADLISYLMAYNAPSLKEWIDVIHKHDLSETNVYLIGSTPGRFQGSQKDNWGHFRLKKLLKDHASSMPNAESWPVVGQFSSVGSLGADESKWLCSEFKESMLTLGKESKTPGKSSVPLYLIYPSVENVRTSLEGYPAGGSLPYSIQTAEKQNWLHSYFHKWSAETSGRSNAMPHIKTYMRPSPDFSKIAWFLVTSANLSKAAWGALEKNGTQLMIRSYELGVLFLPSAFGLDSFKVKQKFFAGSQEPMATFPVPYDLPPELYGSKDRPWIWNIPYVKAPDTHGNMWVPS
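Steps: enzyme plus compound, 15 min RT; add biotin/phosphotyrosine-FITC oligonucleotide (15 nM final), react 5 min; add donor/acceptor beads (10 ug/ml final), 10 min; read AlphaScreen. Tdp1 at 1 nM final.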
The depositor's hits bear a star; ? = inconclusive; nt = not tested or not shown; & = joins results of further samples; [ ] = dose if it differs, or a comment. Calls follow the shape of the dose curve; as a rule, active = well fitted curve in the direction sought with a large enough effect; inconclusive = small, poorly fitted or top-dose-only effect, or another doubt; inactive = no such curve, though single readings can be large; an effect the other way counts as inactive or inconclusive. % is scaled to controls: 0 for no effect and ±100 for the full control effect; potency is read from the fitted curve at half-maximal effect.

compound,TDP1 cell noCPT,DT40 TDP1 CPT,TDP1 inh
COC(=O)c1cccc(NC(N)=S)c1,-8%,-33%,-1%
Cc1ccc(-n2c(CCC(=O)O)ccc2-c2cccs2)cc1Cl,-22%,-27%,nt
CC(C)(C)NC(=O)C(OC(=O)c1ccco1)c1ccc(Cl)cc1 (centres undefined),0%,5%,3%
CCNC(=S)N(Cc1ccco1)Cc1cc2cc3c(cc2[nH]c1=O)OCCO3,?,?,3%
Cc1cc(C)c(OCC(O)CN2CCN(c3ccccn3)CC2)c(C)c1 (centres undefined),10%,-11%,-3%
Cc1cccc(C)c1NC(=O)C(c1ccncc1)n1c(=O)c(-c2cc3ccccc3[nH]2)nc2ccccc21 (centres undefined),21µM*,12µM*,nt
COc1ccc(CCNC2CC(C)N(C)CC2C)cc1OC (centres undefined),2%,-3%,2%
CCOc1ccc2nc(N3CCCC(C(=O)Nc4c(C)cccc4C)C3)sc2c1 (centres undefined),?,-49%,2%
O=C(c1ccco1)N1CCN(C(=O)c2oc(=O)c3ccccc3c2-c2ccccc2)CC1,-29%,-25%,2%
CC(=O)Nc1ccc(N)cc1,-3%,-8%,0%&6%
COc1ccc(CCNC(=O)CCCn2c(=O)c3ccccc3n(CC(=O)Nc3cccc(C)c3)c2=O)cc1OC,18µM*,?,-1%
CC(C)C(=O)Nc1cccc(COc2cccc(CN(Cc3ccccc3)C(=O)OC(C)(C)C)c2)c1,?,?,nt
CCN1CCN(C(=O)c2cc(-c3cccnc3)nc3ccc(Br)cc23)CC1,?,?,1%
COC(=O)C1N[C@@H]([C@@H](NC(=O)COc2ccccc2)C(=O)Nc2ccc(OC)cc2)SC1(C)C (some centres undefined),?,?,nt
Cc1ccc(S(=O)(=O)N(CC(=O)Nc2ccc(Cl)c([N+](=O)[O-])c2)C2CCCCC2)cc1,?,?,1%
C(=C\c1ccccc1)/CN1CCN(C(c2cccc3ccccc23)c2nnnn2Cc2ccccc2)CC1 (centres undefined),16µM*,16µM*,nt
C=CCn1c(N)c(C(=O)Nc2ccc(C)cc2)sc1=S,5%,-3%,-2%
Cn1c(=O)c([N+](=O)[O-])c(NCc2ccc3c(c2)OCO3)c2ccccc21,-23%,3%,4%
COCCn1c(=S)[nH]c2cc(C(=O)N3CCN(c4ccc(F)cc4)CC3)ccc2c1=O,?,-22%,1%
Cc1[nH]c(=O)[nH]c(=S)c1C(=O)Nc1ccc(Cl)c(Cl)c1,-3%,8%,nt
CC(C)(C)OC(=O)N1CCC(CNC(=O)c2ccc(F)cc2F)CC1,-24%,-1%,2%
CC(=O)Nc1cc(S(=O)(=O)Nc2ccccc2C)c(C)cc1C,-17%,-7%,3%
Cn1c(=O)c2c(nc(SCCCC#N)n2Cc2c(F)cccc2Cl)n(C)c1=O,?,?,8%
O=C(Nc1ccncc1)c1ccc(C(=O)Nc2ccncc2)cc1,-28%,-28%,3%
CC(C)N(C(=O)Cc1ccccc1[N+](=O)[O-])C(C)C,-16%,-3%,8%

Entries shown so far that contain a tert-butyl group:
compound,TDP1 cell noCPT,DT40 TDP1 CPT,TDP1 inh
CC(C)(C)NC(=O)C(OC(=O)c1ccco1)c1ccc(Cl)cc1 (centres undefined),0%,5%,3%
CC(C)C(=O)Nc1cccc(COc2cccc(CN(Cc3ccccc3)C(=O)OC(C)(C)C)c2)c1,?,?,nt
CC(C)(C)OC(=O)N1CCC(CNC(=O)c2ccc(F)cc2F)CC1,-24%,-1%,2%

(further entries)
compound,TDP1 cell noCPT,DT40 TDP1 CPT,TDP1 inh
CC1CCC2=C1C[C@H](C(C)(C)O)CC[C@@H]2C (some centres undefined),9%[9.04 µM],12%[9.04 µM],9%
O=C(NCCc1ccccc1)c1cc(-c2ccc3c(c2)OCO3)on1,-4%,-13%,2%
CN(C)c1nc2c(c(=O)[nH]c(=O)n2C)n1CCOc1ccccc1,-10%,-18%,nt
O=C(O)c1cccc(Nc2nc(-c3cccnc3)nc3ccccc23)c1,?,?,-8%
COC(=O)C1(C)NC(c2ccc(C)cc2)C2C(=O)N(c3ccc(F)cc3)C(=O)C21 (centres undefined),5%,-1%,2%
CCc1ccc(NC(=O)CN(c2ccc3c(c2)OCO3)S(=O)(=O)c2c(C)noc2C)cc1,-30%,-22%,1%
CCn1c(SC(C)C(=O)Nc2ccc(N3CCOCC3)cc2)nnc1-c1ccco1 (centres undefined),-5%,-15%,0%
CCOc1ccccc1NC(=O)Cn1c(=O)n(CCCCC(=O)NCCCOC)c(=O)c2ccccc21,-16%,-13%,-1%
CC1=C(C(=O)N2CCOCC2)CC(CC(=O)NCCCN(C)C)C(=O)N1CCCN1CCCC1=O (centres undefined),-14%,-5%,nt
CCOc1ccccc1CNC(=O)CSc1nnc(C)c2c(C)n(-c3ccccc3)nc12,?,?,6%
O=C(O)C1CCCCC1C(=O)NCCCc1ccccc1 (centres undefined),2%,-16%,4%
Cc1nc2ccccc2c(=O)n1-c1ccc(NS(=O)(=O)c2cc(F)ccc2F)cc1,-1%,25%,1%
Cc1cc(C)cc(NC(=O)c2cccn2-c2ncc(C(F)(F)F)cc2Cl)c1,?,?,6%
Cc1cc(OC(C)C(=O)NCCCN2CCCC2=O)c2c(C)c(C)c(=O)oc2c1 (centres undefined),4%,-10%,2%
COc1cc(OC)cc(-c2sc3ccc(OC)cc3c2C#CC2(N)CCCCC2)c1,15µM*,?,0%
Cc1ccc(S(=O)(=O)NC2c3cccc4cccc(c34)C2Sc2nncn2C)cc1 (centres undefined),?,?,-3%
O=C(/C=C/c1ccc(Cl)cc1)NCCCn1ccnc1,1%,?,nt
CCN1C(=NCc2ccc(OC)cc2)N[C@@H](CCc2ccccc2)[C@H](C(=O)NCc2ccc(OC)cc2)[C@H]1C,9.2µM*,18µM*,nt
C=C1/C(=C\C=C2/CCC[C@]3(C)[C@@H]([C@H](C)OCCC(C)(C)O)CC[C@@H]23)C[C@@H](O)C[C@@H]1O,?,15µM*,nt
CC(C)c1ccc(NC(=S)N(C)CCc2ccccn2)cc1,?,-4%,-3%
Cc1ccc(C(=O)N2CCN3C(=O)c4ccccc4C23c2ccccc2)cc1 (centres undefined),-2%,4%,nt
O=C1CN(C(=O)COC(=O)c2ccc(C(F)(F)F)cc2)c2ccccc2N1,12%,-17%,0%
Cc1cc(=O)[nH]c2c(C)cc(S(=O)(=O)N3CCCCC3)cc12,-1%,-4%,3%
O=C(CN1CCC(NC(=O)Nc2ccccc2)CC1)Nc1ccc([N+](=O)[O-])cc1,?,?,4%
COc1ccc(NC(=O)CN2CCN(CC(=O)Nc3ccc(F)cc3)CC2)cc1Cl,-1%,-19%,nt
CCOc1ccc(NC(=O)Cn2ncc3c2-c2cc(C)ccc2OC3)cc1,-15%,-9%,3%
O=S(=O)(Nc1ccccc1F)c1ccc(Cl)nc1,3%,-10%,0%[56.1 µM]
COc1ccc(CCNC(=O)c2ccccc2NC(=O)CN2CCN(c3ccccc3O)CC2)cc1,10µM*,?,3%
Cc1cccc(N2CCN(C(=O)C3CCN(S(=O)(=O)c4cccc5cccnc45)CC3)CC2C)c1 (centres undefined),18µM*,13µM*,5%
Cc1ccc(-c2csc(N=C(N)N)n2)c(C)c1,?,?,2%
CCc1cc(C(=O)N2CCN(C(=O)c3ccccc3)CC2)sc1C,?,-24%,-16%
COc1ccc(C(=O)N2CCN(c3ccc(N4CCOCC4)nn3)CC2)cc1OC,9%,3%,-1%
CCC(Cn1nnc2ccccc2c1=O)NC(=O)Nc1ccccc1Cl (centres undefined),?,-17%,2%
CCOC(=O)c1cnc(SCC(=O)Nc2ccccc2C(=O)OC)nc1N,23µM*,16µM*,2%
Cc1ccc(C(C)(C)C)c(OCCOCCN2CCCC2)c1,?,15µM*,0%
CC(C)c1ccc(OCC(=O)N(Cc2ccc(N(C)C)cc2)C2CCS(=O)(=O)C2)cc1 (centres undefined),?,?,6%
CCc1ccc2nc(N3CCN(C)CC3)c(C#N)cc2c1,-3%,-6%,2%
COc1ccc(S(=O)(=O)N2CCN(Cc3ccccc3[N+](=O)[O-])CC2)cc1,?,-24%,nt
O=C(Nc1nn[nH]n1)c1cccc([N+](=O)[O-])c1,-9%,16%,-5%
C/C(=N/NC(=O)c1sc(NS(=O)(=O)c2ccc(C)cc2)nc1C)c1sc(N)nc1C,-14%,-4%,3%
Cc1cc(NC(=O)c2noc3c2CCCCC3)no1,-7%,-10%,3%
CC(C)c1ccc(-c2csc(NC(=O)c3cccs3)c2C(=O)O)cc1,?,?,0%
O=C1NC[C@H](c2ccccc2)N(CC2CCCCC2)C1=O,5%,-3%,2%
O=C(Nc1cccnc1)C1CC(c2ccc(Cl)c(Cl)c2)=NO1 (centres undefined),-20%,?,-4%
COc1c(F)cccc1C1=CC(=O)C[C@H](c2ccc3c(c2)OCO3)C1,?,?,-2%
NS(=O)(=O)c1ccc(CCNC(=O)c2ccc([N+](=O)[O-])s2)cc1,?,16µM*,nt
COc1cc(NC(=O)c2ncn[nH]2)cc(OC)c1OC,10%,-14%,5%
O=C(C1CC1)N1CCN(c2ccc(F)cc2)CC1,1%,6%,nt
O=C(c1ccc(Cl)cc1)c1oc2ccccc2c1CS(=O)(=O)c1ccccc1,?,?,4%
Cc1ccc(Sc2cc(C(=O)NCCN(C)C)c3ccccc3n2)cc1,?,?,nt

More entries follow.
compound,TDP1 cell noCPT,DT40 TDP1 CPT,TDP1 inh
Cc1ccc(NC(=O)CCC(=O)N/N=C/c2cccnc2)cc1,?,-16%,nt
COCCNCc1ccccc1,?,?,-2%
Cc1ccc(CNC(=O)COC(=O)C2CCC2)cc1,3%,-1%,0%
COc1cccc(NS(=O)(=O)c2cc(C)ccc2OC)c1,?,?,2%
COc1ccc(/C=C2\CCn3c2nc2cc(C(=O)O)ccc2c3=O)cc1,-2%,-3%,nt
CCOC(=O)c1[nH]c(C)c(C(=O)NC2CCCC2)c1C,-8%,7%,4%
CCOc1cc2[nH]c(=O)n(CCCC(=O)N(C)Cc3ccccc3)c(=O)c2cc1OCC,?,?,-1%
Cc1ccc(C(=O)Nc2cccc(NC(=O)CN3CCCCC3)c2)cc1,?,?,nt
CCNS(=O)(=O)c1c(C)cc(N2CCCC2=O)cc1C,-20%,-11%,3%
COc1ccc(/C(C)=N/NC(=O)CN(c2ccc(OC)cc2)S(=O)(=O)c2ccccc2)cc1,-12%,-3%,nt
CC(C)Cc1cc(C(=O)NCc2cccnc2)no1,-1%,-1%,3%
COc1ccc(CNC(=O)c2cc(-c3cc(C)cc(C)c3O)n[nH]2)cc1,?,?,8%
CCCCC(=O)Nc1ccc(N2CCN(C(=O)CC)CC2)cc1,-6%,-5%,4%
O=Cc1ccc(Oc2cc(-c3ccccc3)nc(-c3ccccc3)n2)cc1,?,?,3%
Cc1ccc(C(=O)NCC(=O)N(C)Cc2ccccc2C)s1,-3%,2%,nt
Cc1ccc(C2C3CN(C(C)C)CC=C3C(C#N)=C(N)C2(C#N)C#N)cc1 (centres undefined),13µM*,16µM*,7%
COc1ccc(-n2c(=O)c(CCC(=O)NCCc3ccccc3F)nc3ccccc32)cc1,?,?,5%
CCCCN1C(=O)N(C)C2NC(=S)NC21 (centres undefined),-2%,-1%,nt
Cc1cccc2c(=O)c(-c3ccc4c(c3)OCO4)c(NC(=O)c3ccco3)oc12,-26%,?,4%
O=C(CN1C(=O)c2cccc3cccc1c23)NCc1ccncc1,-14%,-22%,1%

Looked up above.
`CCN1CCN(C(=O)c2cc(-c3cccnc3)nc3ccc(Br)cc23)CC1` – TDP1 inh = 1%
`O=S(=O)(Nc1ccccc1F)c1ccc(Cl)nc1` – DT40 TDP1 CPT = -10%

Pulled one by one from the list above, two records:
compound,TDP1 cell noCPT,DT40 TDP1 CPT,TDP1 inh
CCOC(=O)c1[nH]c(C)c(C(=O)NC2CCCC2)c1C,-8%,7%,4%
Cc1cc(=O)[nH]c2c(C)cc(S(=O)(=O)N3CCCCC3)cc12,-1%,-4%,3%
